# KB-V1 cytotox: qHTS assay for MDR1-selective chemotherapeutics: Primary screen using the drug-selected MDR subline cells KB-V1; KB-V1 MDR cells viability, CellTiter-Glo, 72 h; Potency, µM (top dose mostly 46.1 µM), inactives show at the highest dose activity change, negative = cytotoxicity, usual class: cytotoxic; hit rate 3.4% among 400,000; AID 1347076, 2019; further: potency means the concentration at half of the fitted maximal effect; on the % scale 0 is the no-effect control and ±100 the full control effect; nearly all actives have a fitted effect of over 60% in size
#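 In this primary screen, KB-V1 cells overexpressing P-gp are incubated with library compounds (lowest to highest concentration) for 72 h at 37 degrees C before a luminescent ATP viability read.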
# HT1080-NT tox: qHTS for induction of synthetic lethality in tumor cells producing 2HG: qHTS for the HT-1080-NT fibrosarcoma cell line; AID 686970, 2013; hit rate 1.6% among 360,000; Potency, µM (series often up to 46.1 µM), without a hit: at the top dose activity, negative = less viability, hits mostly cytotoxic; HT-1080-NT fibrosarcoma viability, CellTiter-Glo ATP luminescence, 48 h;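 further: NT is the 2HG producing partner of a matched IDH1 knockdown line; potency means the concentration at half of the fitted maximal effect; 0% = DMSO-treated cells and -100% = media-only wells without cells; nearly all actives have a fitted effect of over 55% in size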
#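 A 48-hour cytotoxicity screen used HT-1080-NT cells plated 2 hours before compound delivery. ATP-based CellTiter-Glo luminescence measured viability, normalized to DMSO and no-cell controls.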
# MCF10A rerep: A quantitative high throughput screen for small molecules that induce DNA re-replication in MCF 10a normal breast cells; MCF 10A DNA re-replication, Hoechst nuclear intensity, 48 h; Potency, µM (titrated, usually from 46.1 µM), without a hit: at the highest dose activity, positive = re-replication, hits mostly activators; hit rate 2.9% among 350,000; further: potency means the concentration at half of the fitted maximal effect; % of control where 0% means no effect; nearly all actives have a fitted effect of over 50% in size
# IL1B secr inh: qHTS for Inhibitors of Inflammasome Signaling: IL-1-beta AlphaLISA Primary Screen; activity change, % at 57.5 µM; THP-1 LPS/ATP IL-1B secretion, AlphaLISA, 16 h; stronger effect = lower value; hit rate 4.7% among 360,000; AID 743279, 2014; in the data active means activity change below about -50%; inconclusive means mostly about -30% to -49%; further: on the % scale 0 is the no-effect control and ±100 the full control effect
#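 Secreted IL-1B measured by AlphaLISA bead assay after 16 h compound exposure of THP-1 cells; compounds (final up to 57.5 uM) added 1 h before LPS (250 ng/mL) and ATP (1.25 mM) stimulation; lower signal means less secretion.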
# S2 tox: Viability Counterscreen for Primary qHTS for Inhibitors of ATXN expression. Potency, µM (highest dose often 56.7 µM), usual class: cytotoxic. S2 cells (HEK-293 line with an ATXN2-luciferase reporter) viability, CellTiter-Fluor protease fluorescence, 24 h. hit rate 0.49% among 400,000. AID 651635, 2014; further: potency means the concentration at half of the fitted maximal effect; nearly all actives have a fitted effect of over 40% in size
# HT1080 IDH1KD tx: qHTS for induction of synthetic lethality in tumor cells producing 2HG: qHTS for the HT-1080-IDH1KD cell line; HT-1080 IDH1 knockdown viability, ATP luminescence, 48 h; Potency, µM (top dose mostly 46.1 µM), for the others: at the highest dose activity, negative = toxicity, most hits filed as cytotoxic; hit rate 2% among 360,000; AID 686971, 2013;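 further: potency means the concentration at half of the fitted maximal effect; 0% = DMSO wells and -100% = cell-free medium wells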
#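 IDH1KD HT-1080 cells, 750/well, RPMI + 5% FBS; compound pinned after 2 h settling; 48 h, 37 °C; CellTiter-Glo luminescence; % activity normalised to DMSO and no-cell wells; curves fitted, classed by r2 and efficacy.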
# KB-3-1 tox: qHTS assay for MDR1-selective chemotherapeutics: Primary screen using the parental adenocarcinoma cell KB-3-1; hit rate 1.4% among 400,000; Potency, µM (doses to about 46.1 µM), for the others: at the highest dose activity change, negative = cytotoxic, hits mostly cytotoxic; KB-3-1 viability, CellTiter-Glo ATP luminescence, 72 h; further: potency means the concentration at half of the fitted maximal effect; on the % scale 0 is the no-effect control and ±100 the full control effect; nearly all actives have a fitted effect of over 60% in size
#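 Parental KB-3-1 viability, qHTS format: 72 h compound exposure, 37 °C; CellTiter-Glo; media-only wells and DMSO plates as controls; concentration-effect fits on corrected data.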
# SW480 rereplic: A quantitative high throughput screen for small molecules that induce DNA re-replication in SW480 colon adenocarcinoma cells; SW480 DNA re-replication, Hoechst DNA content imaging, 48 h; Potency, µM (series often up to 46.1 µM), without a hit: at the top dose re-replication activation, hits mostly activators; AID 624297, 2012; hit rate 1.8% among 340,000; further: potency means the concentration at half of the fitted maximal effect; % of control where 0% means no effect; nearly all actives have a fitted effect of over 55% in size
#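 Quantitative HTS format with DMSO vehicle controls; 48 hr drug incubation at 37 C, then 40 min Hoechst staining and scanning imager measurement at 405 nm excitation.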
# ATXN2 expr inh: Primary qHTS for Inhibitors of ATXN expression | AID 1745845, 2022 | HEK-293 ATXN2-luciferase reporter, luminescence, 24 h | hit rate 0.72% among 360,000 | Potency, µM (top dose mostly 57 µM), inactives show top-dose activity change, negative = inhibition, actives largely listed as inhibitors; further: potency means the concentration at half of the fitted maximal effect; on the % scale 0 is the no-effect control and ±100 the full control effect; nearly all actives have a fitted effect of over 55% in size
#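 qHTS (up to 57 uM final) was run with 24 h compound exposure of reporter cells at 37 °C. Each well was multiplexed: SteadyGlo luminescence measured ATXN2-luciferase expression after a fluorogenic Gly-Phe-AFC viability readout (25 uM final).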
# * marks the source's active call; other numbers are inactive results; i = inactive; u = inconclusive; x = not tested or not shown; [ ] = another dose, or the depositor's remark. Unless noted, the call rests on the fitted dose curve; in most records, active means well fitted curve in the direction sought with a large enough effect; inconclusive means small, poorly fitted or top-dose-only effect, or another doubt; inactive means no such curve, though single readings can be large; an effect the other way counts as inactive or inconclusive.
No.	SMILES	KB-V1 cytotox	HT1080-NT tox	MCF10A rerep	IL1B secr inh	S2 tox	HT1080 IDH1KD tx	KB-3-1 tox	SW480 rereplic	ATXN2 expr inh
1	Cc1ccc(N2C(=N)/C(=C3/Nc4ccccc4S3)C(c3ccccc3)C2=O)cc1 (stereo not drawn)	0.0%	-0.6%	-5.1%	9.7	i	1.1%	-6.5%	-8.3%	24.5%
2	COc1cc(/C=N/N2C(=O)C3C4C=CC(CC4)C3C2=O)ccc1O (stereo not drawn)	-7.8%	2.0%	0.1%	56.4	i	6.6%	1.3%	18.5%	15.6%
3	Cc1cccc(/C=C2/SC(=O)N(Cc3ccccc3Cl)C2=O)n1	0.5%	-2.4%	7.2%	-4.8	i	5.9%[9.24 µM]	15.8%	3.0%	-10.9%
4	COC(=O)c1cccc(NC(=S)Nc2cc(Cl)ccc2OC)c1	-14.4%	-10.8%	u	0.0	i	-15.4%	14.6%	-3.7%	-12.7%
5	COc1cccc(CNC(=O)C(=O)Nc2c3c(nn2-c2ccccc2)CSC3)c1	4.8%	x	x	x	i	x	2.1%	x	0.3%
6	COc1ccc(S(=O)(=O)N(CC(=O)Nc2ccc3c(c2)OCO3)c2ccccc2OC)cc1	-20.9%	-3.4%	u	-9.1	i	-18.4%	6.7%	13.8%	7.9%
7	COc1cc(NC(=O)CSc2cc(=O)n(C)c3ccccc23)cc(OC)c1OC	0.0%	x	x	x	i	x	16.9%	x	-1.0%
8	CCCCNC(=O)CC(NS(=O)(=O)c1ccc(C)cc1)c1ccco1 (stereo not drawn)	u	-0.8%	1.6%	1.2	i	10.6%	11.3%	2.4%	1.9%
9	O=C1NC[C@H](Cc2ccccc2)N(C[C@@H]2CCCN2C[C@H](Cc2ccccc2)N2C[C@H](Cc3ccccc3)N(CC3CCCCC3)C(=O)C2=O)C1=O	14.5%	u	x	-76.6*	x	u	-9.5%	x	u
10	Cc1ccc(NC(=O)C2=CCN(S(=O)(=O)c3ccc(F)cc3)CC2)c(C)c1	0.0%	0.0%	u	-0.5	i	-3.1%	0.0%	2.2%	-0.7%
11	O=C(CNC(=O)c1n[nH]c2ccccc12)Nc1ccc(F)c(F)c1F	1.9%	1.6%	1.9%	21.0	i	6.0%	9.8%	-6.6%	0.8%
12	CC1(C)C2CCC1(CS(=O)(=O)N1CCC(C(N)=O)CC1)C(=O)C2 (stereo not drawn)	x	0.6%	-0.1%	12.1	i	-7.2%	x	-4.3%	0.6%
13	COc1ccc(-c2ccc(C(=O)NCC3CC3)c3occc23)c(C)c1	0.0%	u	x	u	i	u	-9.5%	x	-37.0%
14	Cc1ccc(NC(=O)Cn2c(=O)n(Cc3ccco3)c(=N)c3c4c(sc32)COC(C)(C)C4)cc1	-0.8%	-7.8%	-1.4%	-24.5	i	-8.4%	-0.4%	-2.1%	1.3%
15	Cc1cc(SC(C)C(=O)Nc2c(C)n(C)n(-c3ccccc3)c2=O)nc2ccccc12 (stereo not drawn)	-9.8%	5.2%	0.1%	-19.3	i	0.7%	-2.1%	-5.5%[9.22 µM]	8.6%
16	CCOC(=O)Nc1ccc2c(CN3CCC(C(=O)OC)CC3)cc(=O)oc2c1	13.7%	2.9%	-13.0%	21.7	i	10.6%	11.4%	-1.5%	x
17	COc1cc(-c2nnc(NC(=O)CCS(=O)(=O)c3ccccc3)o2)cc(OC)c1OC	-22.3%	20.6µM*	18.4µM*	-54.7*	u	u	-7.0%	u	57.4%[activator]
18	CCCN1CCC(=O)N([C@H](CSc2ccc(OC)cc2)CC(C)C)CC1	1.7%	-2.4%	14.1%	-16.1	i	-6.3%	3.4%	-6.1%	19.3%
19	COc1ccc(N(CC(=O)Nc2ccc(S(=O)(=O)N3CCOCC3)cc2)S(=O)(=O)c2ccccc2)cc1	-3.4%	-1.5%	2.0%	0.4	i	0.5%	-6.0%	13.2%	14.6%
20	CCOc1ccc(CNC(=O)Cn2nc(C)n3nc(-c4ccccc4)cc3c2=O)cc1	6.2%	1.0%	0.0%	14.4	i	4.9%	-0.1%	-16.1%	x

# Looked up by compound from the list above:
No.	SMILES	KB-V1 cytotox	HT1080-NT tox	MCF10A rerep	IL1B secr inh	S2 tox	HT1080 IDH1KD tx	KB-3-1 tox	SW480 rereplic	ATXN2 expr inh
15	Cc1cc(SC(C)C(=O)Nc2c(C)n(C)n(-c3ccccc3)c2=O)nc2ccccc12 (stereo not drawn)	-9.8%	5.2%	0.1%	-19.3	i	0.7%	-2.1%	-5.5%[9.22 µM]	8.6%
6	COc1ccc(S(=O)(=O)N(CC(=O)Nc2ccc3c(c2)OCO3)c2ccccc2OC)cc1	-20.9%	-3.4%	u	-9.1	i	-18.4%	6.7%	13.8%	7.9%
8	CCCCNC(=O)CC(NS(=O)(=O)c1ccc(C)cc1)c1ccco1 (stereo not drawn)	u	-0.8%	1.6%	1.2	i	10.6%	11.3%	2.4%	1.9%

# As entered above:
# Under KB-3-1 tox, compound 7 shows 16.9%
# Under KB-3-1 tox, compound 5 shows 2.1%
# Under MCF10A rerep, compound 8 shows 1.6%
# Under HT1080 IDH1KD tx, compound 11 shows 6.0%
# Under MCF10A rerep, compound 20 shows 0.0%

# Continuation.
No.	SMILES	KB-V1 cytotox	HT1080-NT tox	MCF10A rerep	IL1B secr inh	S2 tox	HT1080 IDH1KD tx	KB-3-1 tox	SW480 rereplic	ATXN2 expr inh
21	Cc1ccc(C(C)C)c(OCC(=O)NC2CCN(C)CC2)c1	-11.4%	0.8%	3.6%	-15.5	i	-4.2%	-9.7%	-5.6%	-23.0%
22	COc1cccc(CNC(=O)c2cccc(S(=O)(=O)N3CCN(c4ccc(F)cc4)CC3)c2)c1	u	1.8%	9.8%	-2.8	i	-4.9%	-5.2%	5.7%	-6.4%
23	CC(=O)C(Sc1nc(N(C)C)nc(N(C)C)n1)C(=O)Nc1ccccc1 (stereo not drawn)	5.7%	-26.5%	-11.6%	25.5	i	-1.7%	9.7%	-17.8%	-20.5%[11.3 µM]
24	O=C(Nc1nc2nc(-c3ccccc3)cc(-c3ccccc3)n2n1)c1ccco1	-14.6%	u	-2.1%	-3.5	i	25.9µM*	u	0.4%	10.9%
25	Cc1ccc(S(=O)(=O)c2nc(S(C)(=O)=O)sc2N2CCOCC2)cc1	9.1%	0.0%	9.3%	-59.1*	i	-5.7%	u	u	-11.4%
26	CC1(C(=O)Nc2cccc3c2CCCC3)CCN1C(=O)CCC1CCCC1 (stereo not drawn)	-7.6%	11.5%	x	15.3	i	1.1%	0.0%	x	4.1%
27	O=C(O)CCC(=O)c1ccc2sc3ccccc3c2c1	-10.7%	3.1%	-3.6%	0.7	i	-0.4%	-2.2%	-3.8%	26.2%
28	O=C(Nc1cccnc1)c1ccc(F)cc1	10.3%	26.3%	15.5%	-7.2	u	9.4%	0.8%	-7.0%	0.2%
29	COC(=O)c1cc(NS(=O)(=O)c2ccc(NC(C)=O)cc2)ccc1Cl	-6.6%	-23.9%	-5.3%	-73.6*	i	-9.4%	2.1%	-27.0%	6.6%
30	CCN(CC(=O)NCCCN1CCOCC1)S(=O)(=O)c1ccc(Cl)cc1	-5.1%	15.2%	-0.2%	6.0	i	22.5%	-2.9%	-11.9%	-14.2%
31	O=C(NNC(=O)c1csc(N2CCOCC2)n1)c1cccnc1	29.2%	13.6%	-3.1%	14.8	i	13.6%	9.4%	-2.4%	6.5%
32	O=C1C=CC[C@H](/C=C/C[C@@H](O)C[C@H](O)CCc2ccccc2)O1	8.4%	-0.7%	104.6%	-96.5*	i	1.5%	-1.1%	u	-13.2%
33	CSc1ccc(N2C(=O)NC3(CCCCC3)C2=O)cc1	-0.3%	2.8%	0.0%	-1.2	i	-12.3%	-26.9%	-4.8%	36.5%[activator]
34	O=C(/C=C/c1ccccc1Cl)N(Cc1cccs1)C1CCS(=O)(=O)C1 (stereo not drawn)	13.3%	-0.1%	u	-22.7	u	-3.5%	-1.5%	16.3%	u
35	COc1ccc(CN(C(=O)c2oc3ccccc3c2C)C2CCS(=O)(=O)C2)cc1 (stereo not drawn)	-0.4%	-7.2%	u	-11.8	i	-2.1%	-10.7%	-0.4%	4.0%
36	O=C1CCCc2[nH]c(=O)c(-c3nc(-c4cccc([N+](=O)[O-])c4)cs3)cc21	-3.8%	x	x	x	i	x	-13.2%	x	-2.5%
37	Cn1c(=O)c2c(-c3ccccc3)n3c(c2n(C)c1=O)C(c1cccc([N+](=O)[O-])c1)Nc1ccccc1-3 (stereo not drawn)	u	x	x	x	i	x	-20.0%	x	-4.5%
38	CC12CCC(C(=O)Nc3cccc(Cl)c3Cl)([C@H](Br)C1=O)C2(C)C (stereo partly drawn)	0.0%	u	u	33.2	i	-1.2%	-6.1%	-7.1%	-6.0%
39	O=c1[nH]cnc(O)c1C(c1ccc(F)cc1)c1c(O)nc[nH]c1=O	15.1%	8.8%	-1.4%	8.9	x	11.1%	5.2%	-3.2%	x
40	CCc1cc(=O)[nH]c(SCc2ccc(C)cc2)n1	-1.9%	-0.8%	19.6%	29.9	i	-1.8%	-20.8%	-10.2%	7.7%

# High-throughput results deposited in PubChem by National Center for Advancing Translational Sciences (NCATS).
